Screening results (PubChem BioAssay)
Bcl-B TR3 displacers – displacers of TR3 peptide from Bcl-B, primary screen, selectivity assay for Bfl-1 inhibitor project, biochemical, fluorescence polarization. FP displacement of FITC-TR3 peptide from Bcl-B; higher % means a stronger effect. actives 0.11% (n = 96,000). AID 748. displacement, % at 20 µM, or IC50 in µM where a hit was titrated;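 active = displacement above 50% at 20 µM plus a fluorescence interference ratio under 1.5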;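 also: plate controls were wells without compound for no effect and wells lacking Bcl-B protein for full effect; a part of the inactive calls stands beside numbers as strong as those of hits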
MRP reversal – reverses drug resistance mediated by MRP; differential viability (reversal), % at 10 µM; actives 0.04% (n = 85,000); H69AR cells + 2 uM doxorubicin, CellTiter-Glo, 72 h;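 active = viability drop by adding the cancer drug above about 55%, with treated viability meeting a 40% cutoff, limit read from the data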;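 also: viability without doxorubicin minus viability with 2 µM doxorubicin for each compound; larger differential means the compound sensitizes cells more to doxorubicin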
NFkB transloc pot – enhances IL-1B driven NFkB nuclear translocation; HUVEC IL-1B NFkB p65 nuclear translocation imaging; actives 0.3% (n = 94,000); activation, % at 2 µM;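 active = activation above 40%, about the mean plus 3 SD, also judged a hit on visual image review; inconclusive = activation above 40% but not a hit on visual review; inactive = activation not above 40% and no visual hit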;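 also: percent activation is computed from the nuclear over cytoplasmic p65 intensity ratio; values of inactives mirror those of a sister screen read the other way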
PLAP inhibitors HTS – PLAP enzyme inhibitors, biochemical, luminescence, HTS (AID 690); purified PLAP, luminescent substrate; higher % means a stronger effect; one-dose inhibition, % at 20 µM; IC50 in µM for titrated hits; actives 0.08% (n = 96,000); in the data active = a potency from the dose series; inactive = the rest, 99 in 100 with inhibition below about 30%; also: strong numbers were not always called active
IL1B NFkB inh – blocks IL-1B driven NFkB nuclear translocation in HUVEC cells; HUVEC IL-1B NFkB p65 nuclear translocation imaging; inhibition, % at 2 µM; actives 0.43% (n = 94,000);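 active = inhibition above about 30% together with a positive call from visual inspection of the well image, limit read from the data; inconclusive = inhibition above a set limit but visual check negative; inactive = inhibition not above a set limit, visual check negative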;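 also: nuclear over cytoplasmic p65 intensity ratio measured by imaging; 0% = IL-1B stimulated DMSO wells and 100% = unstimulated DMSO wells; values of inactives mirror those of a sister screen read the other way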
MRP reversal cytotoxicity – second read-out of MRP reversal, no call of its own (marks repeat the call); viability, %; H69AR cells, CellTiter-Glo, 72 h; measured here: cytotoxicity without doxorubicin
MRP reversal with doxorubicin – second read-out of MRP reversal, no call of its own (marks repeat the call); viability, %; measured here: viability with 2 uM doxorubicin; stronger effect = lower value
IL1B NFkB inh cell count 2 µM – second read-out of IL1B NFkB inh, no call of its own (marks repeat the call); cell count; measured here: cells passing quality filter;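 raw number of nuclei counted in each imaged well without normalization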
NFkB transloc pot cell count 2 µM – recorded beside NFkB transloc pot, whose call it bears; cell count; measured here: cells passing quality filter
* hit, by the source's call; u = inconclusive; x = no result given. Only part of the results is shown. The share of hits here may be higher or lower than overall.

Fields: Bcl-B TR3 displacers	MRP reversal	MRP reversal cytotoxicity	MRP reversal with doxorubicin	NFkB transloc pot	NFkB transloc pot cell count 2 µM	PLAP inhibitors HTS	IL1B NFkB inh	IL1B NFkB inh cell count 2 µM
CCn1c(SCc2ccc(C)cc2)nnc1-c1nn(-c2ccccc2)ccc1=O
  -13%	x	x	x	0	161	-41%	0	161
CC(NC(=O)CCOc1ccccc1)c1ccccc1 (stereo not drawn)
  -2%	12	106	94	22	169	4%	-22	169
Cc1ccc(C(O)c2cccnc2)o1 (stereo not drawn)
  17%	8	90	81	-3	194	-24%	3	194
COc1ccc(C2=CC(c3ccc(C)cc3)n3nnnc3N2)cc1 (stereo not drawn)
  -6%	31	102	71	-12	60	-7%	12	60
N/C(=N\OC(=O)c1ccccc1Cl)c1ccccn1
  -6%	x	x	x	-3	122	16%	3	122
CCOC(=O)c1cn(CC(=O)Nc2ccc(C(C)C)cc2)nn1
  -3%	10	92	82	30	140	0%	-30	140
c1ccc2nc3c(nc2c1)sc1nc2ccccc2n13
  -6%	x	x	x	x	x	-15%	x	x
CCN(CC)c1ccc(/C=N/Nc2nc(C)cc(=O)[nH]2)cc1
  16%	x	x	x	5	173	-76%	-5	173
O=c1cc(CO)oc(CN2CCN(c3cccc(C(F)(F)F)c3)CC2)c1O
  0%	-13	72	85	2	165	-118%	-2	165
COc1ccc(Cl)cc1C(=O)NCC#N
  2%	-2	96	98	-8	178	12%	8	178
COc1ccc(OCCNS(=O)(=O)c2ccccc2)cc1
  -1%	10	103	93	2	205	28%	-2	205
O=S(=O)(c1cccc(Cl)c1)N1CCCC1
  -7%	-22	76	98	-7	72	-2%	7	72
CSc1nc2c(c(C(F)(F)F)n1)CC(C)CC2 (stereo not drawn)
  -1%	7	89	82	-8	155	2%	8	155
CCOC(=O)c1c(NC(=O)CN2CCCCC2)sc2c1CCCC2O (stereo not drawn)
  13%	8	20	12	-2	172	-62%	2	172
CCOC(=O)C(Sc1ncc(C#N)c(N)n1)C(C)C (stereo not drawn)
  -21%	x	x	x	5	140	24%	-4	140
COc1ccc(CCNC(=O)CCC(=O)N2CCN(S(=O)(=O)c3ccccc3)CC2)cc1OC
  -4%	7	110	103	-7	71	-52%	7	71
O=C(Nc1nncs1)C1c2ccccc2Oc2ccccc21
  -8%	-7	90	98	-6	161	-7%	6	161
CCC(=O)Nc1cc(C)c(NC(=O)c2ccco2)cn1
  1%	8	103	95	7	139	6%	-7	139
CCN1CCN(c2cc(C(C)(C)C)nc3c(-c4ccccc4)c(C)nn23)CC1
  0%	7	38	32	25	112	-64%	-25	112
O=C(Nc1cc2c(cc1Br)OCCO2)c1cccs1
  0%	x	x	x	-3	156	13%	3	156
COC(=O)c1ccc(CN2C(=O)NC3(CCCc4ccccc43)C2=O)o1 (stereo not drawn)
  -6%	-6	94	100	-3	127	2%	3	127
CC(Cc1ccccc1)NC(=O)C1CCCNC1=O (stereo not drawn)
  6%	9	98	89	5	145	8%	-5	145
N#CC1=C(N)OC2=C(C(=O)CCC2)C1C1CC=CCC1 (stereo not drawn)
  0%	3	90	87	1	110	-20%	1	110
O=C(NC1CCCC1)c1ccc(Br)o1
  5%	-1	80	82	9	166	32%	-9	166
COc1ccc(CCNC(=O)c2c(O)c3c([nH]c2=O)CCCC3)cc1OC
  x	x	x	x	11	138	x	-11	138
CCN(CC)C(C)C(=O)NCC1(c2ccccc2)CCOCC1 (stereo not drawn)
  x	0	99	99	-6	92	x	6	92
Cc1cc(C)c2ccc(C(=O)O)nc2c1O
  11%	-25	38	63	9	126	-58%	-9	126
CC(=O)NC1CC2CCCC(C1)N2S(=O)(=O)c1cccc(F)c1 (stereo not drawn)
  12%	16	94	78	13	93	6%	-13	93
CC(=O)c1c(N2CCOCC2)nc(=S)n(-c2ccccc2)c1C
  -6%	14	113	98	7	103	14%	-6	103
NC(=O)C1(N2CCCCC2)CCN(CC(=O)Nc2ccc(Oc3ccccc3)cc2)CC1
  -1%	11	98	87	24	123	-54%	-24	123

Exported with each value named: entries from further up.
Cc1cc(C)c2ccc(C(=O)O)nc2c1O
  Bcl-B TR3 displacers = 11%	MRP reversal = -25	MRP reversal cytotoxicity = 38	MRP reversal with doxorubicin = 63	NFkB transloc pot = 9	NFkB transloc pot cell count 2 µM = 126	PLAP inhibitors HTS = -58%	IL1B NFkB inh = -9	IL1B NFkB inh cell count 2 µM = 126
CC(=O)NC1CC2CCCC(C1)N2S(=O)(=O)c1cccc(F)c1 (stereo not drawn)
  Bcl-B TR3 displacers = 12%	MRP reversal = 16	MRP reversal cytotoxicity = 94	MRP reversal with doxorubicin = 78	NFkB transloc pot = 13	NFkB transloc pot cell count 2 µM = 93	PLAP inhibitors HTS = 6%	IL1B NFkB inh = -13	IL1B NFkB inh cell count 2 µM = 93

Carrying on:
Fields: Bcl-B TR3 displacers	MRP reversal	MRP reversal cytotoxicity	MRP reversal with doxorubicin	NFkB transloc pot	NFkB transloc pot cell count 2 µM	PLAP inhibitors HTS	IL1B NFkB inh	IL1B NFkB inh cell count 2 µM
CS(=O)(=O)N1CCN(c2ccccc2NC(=O)c2ccco2)CC1
  0%	23	87	64	36	67	6%	-36	67
Cc1cccc(N(CC(=O)Nc2ccccc2F)S(C)(=O)=O)c1
  -6%	11	88	77	3	107	4%	-3	107
O=C(Cn1cnc2c(nnn2-c2cccc(Cl)c2)c1=O)N1CCCC1
  -6%	4	107	103	-9	210	22%	9	210
O=C(COC(=O)c1cc(S(=O)(=O)N2CCOCC2)ccc1O)NCCc1ccccc1
  0%	5	96	91	11	84	-56%	-11	84
COc1ccc(C2Nc3ccccc3C(=O)N2Cc2ccccc2)cc1Cn1nnc2ccccc21 (stereo not drawn)
  -7%	x	x	x	4	170	9%	-4	170
CN1C(=O)C(O)(c2sc(N)nc2-c2ccccc2)c2ccccc21 (stereo not drawn)
  -1%	10	100	89	-13	106	1%	13	106
O=C(CCN1C(=O)C2CC=C(Cl)CC2C1=O)Nc1ccccc1O (stereo not drawn)
  -1%	-12	76	87	x	x	-5%	x	x
Cc1noc(C)c1C(=O)N1CCN(Cc2ccc3c(c2)OCO3)CC1
  -16%	-2	92	94	4	133	2%	-4	133
COc1ccc(N=C2NN=C(c3ccc4c(c3)OCCO4)CS2)cc1
  2%	-1	74	75	3	142	6%	-3	142
Cn1ncc(N)c1C(=O)Nc1cccc(C(F)(F)F)c1
  -3%	3	98	95	x	x	13%	x	x
Cc1ccccc1NC(=O)CCC(=O)OCC(=O)c1ccc(-c2ccccc2)cc1
  -8%	x	x	x	-4	166	-2%	4	166
CCn1c2ccccc2c2nc3ccccc3nc21
  8%	12	85	72	-2	93	-44%	2	93
COC(=O)CSc1nnc(-c2ccoc2C)n1-c1ccc(OC)cc1
  7%	12	91	78	2	212	-4%	-2	212
O=C1Nc2ccccc2OC1CC(=O)N1CCCC1 (stereo not drawn)
  -6%	-12	83	94	x	x	-6%	x	x
Cc1ccccc1N1CCN(CCN2C(=O)CC(=C3c4ccccc4-c4ccccc43)C2=O)CC1
  x	-8	70	78	2	132	x	-2	132
COc1cc(NS(=O)(=O)c2cccc3nsnc23)c(C(=O)O)cc1OC
  3%	-4	92	96	-53	175	-42%	u	x
CC(Sc1nnc(C2CCCCC2)n1N)C(=O)NCc1ccc2c(c1)OCO2 (stereo not drawn)
  -51%	-2	81	83	0	156	-19%	0	156
Cc1cc(C)n(C(=O)c2ccncc2)n1
  -2%	12	100	88	-10	145	2%	10	145
CC(=O)N(Cc1ccco1)C1(C(=O)NC2CCCCC2)CCCCC1
  12%	16	84	68	-8	114	-9%	8	114
O=C1Nc2ccccc2C(O)(C(=O)N2CCCCC2)N1c1ccccc1 (stereo not drawn)
  9%	11	92	81	x	x	-8%	x	x
Cc1cc(C)n2nc(C(=O)NCc3ccco3)nc2n1
  x	-3	85	88	-3	93	x	3	93
CC(/C=N/NC(=O)c1ccncc1)=C\c1ccc(C(C)C)cc1
  4%	x	x	x	9	138	-1%	-9	138
COCCNC(=O)CN1C(=O)CSc2ncccc21
  x	-8	92	100	6	43	x	-6	43
CCCCOC(=O)C(C)Nc1n[nH]c(=S)[nH]c1=O (stereo not drawn)
  -8%	-10	95	105	-6	203	43µM*	6	203
CC1(C)Cc2nc3nc(SCC(=O)NCc4ccccc4)n(-c4ccccc4)c(=O)c3cc2CO1
  -4%	x	x	x	-7	181	-1%	7	181
Cc1ccc(C)c(N=C2NC(=O)CS2)c1
  -4%	-13	99	112	x	x	4%	x	x
O=C(CSc1nnnn1-c1ccc(F)cc1)Nc1nc2ccccc2s1
  -4%	-3	99	102	-2	171	12%	2	171
Cc1cc(C(=O)Nc2sc3c(c2C#N)CCC(C)C3)no1 (stereo not drawn)
  -2%	-24	52	76	8	148	22%	-8	148
Nc1ccn(-c2ccc(Cl)cc2)c(=O)c1
  -4%	-3	86	90	8	130	-14%	-8	130
COc1ccc(S(=O)(=O)n2cnc3cc(C)c(C)cc32)cc1
  -10%	-9	91	100	5	192	-42%	-5	192
C/C(=N\N1CCN(C2c3ccccc3-c3ccccc32)CC1)c1ccncc1
  7%	x	x	x	5	161	0%	-5	161
CC(Oc1cccc(Cl)c1)C(=O)Nc1cc(=O)n(C)c(=O)n1C (stereo not drawn)
  3%	7	99	92	21	106	3%	-21	106
CC(=O)c1cccc(NC(=O)/C(=C\c2ccco2)NC(=O)c2cccs2)c1
  0%	x	x	x	19	150	12%	-20	150
c1ccc(CCN2CN=C(Nc3nc4ccccc4o3)NC2)cc1
  4%	16	102	86	-1	163	9%	1	163
COCCN(C(=O)Cc1cccs1)C(C(=O)NCc1ccc(OC)cc1)c1ccc(OC)cc1 (stereo not drawn)
  2%	x	x	x	x	x	-70%	x	x
C=CCSc1nnc2c(n1)OC=Nc1ccccc1-2
  5%	9	104	94	-30	16	-11%	30*	16*
Cc1ccc(CS(=O)(=O)CCC(=O)NCCCN2CCCC2=O)cc1
  -15%	5	96	91	13	124	-10%	-13	124
CCN1CCc2c(sc(N)c2C#N)C1
  52%	9	88	79	-14	86	-2%	14	86
Clc1ccc(OCc2nnc(-c3ccccc3Br)o2)c(Cl)c1
  0%	2	87	86	27	137	2%	-27	137
CCOCC(=O)N1CCN(c2ccc(F)cc2)CC1
  -7%	-5	85	90	2	147	-3%	-2	147
Cc1oc(-c2ccc(Cl)cc2)nc1CN1CCCC(C(=O)NCc2ccccn2)C1 (stereo not drawn)
  -10%	4	71	67	-7	128	-50%	8	128
O=C(CSc1nnc(CNc2ccc(F)cc2)n1Cc1ccccc1)NCc1ccccc1
  x	-6	86	91	20	119	x	-20	119
Cc1c(OCC(=O)OC(C)(C)C)ccc2c3c(c(=O)oc12)CCC3
  -2%	-10	97	107	16	229	2%	-16	229
C/C(=N\NC(=O)c1c[nH]c2ccccc12)c1ccc(C)o1
  -6%	8	81	74	2	167	-162%	-2	167
O=C(Oc1ccc2ccccc2c1)c1ccccc1
  1%	8	96	88	3	182	18%	-4	182
c1ccc2c(c1)nc(NCCN1CCOCC1)c1nncn12
  -2%	-4	96	100	-7	61	-3%	7	61
CC(=O)Nc1cccc(N(C)C)c1
  4%	-1	89	90	x	x	7%	x	x
COc1ccc(OCc2cccc(C(=O)Nn3cc([N+](=O)[O-])cn3)c2)cc1
  x	-9	59	68	20	115	x	-20	115
CCCN1C(=O)c2cc(C(=O)NCc3ccc(OC)cc3)ccc2C1O (stereo not drawn)
  -2%	-2	93	94	9	76	-8%	-9	76
Cc1ccc(-c2[nH]nc3c2C(c2cccnc2)C(C#N)=C(N)O3)cc1 (stereo not drawn)
  x	8	92	84	-11	144	x	11	144
COc1ccc(C(=O)Oc2cc(/C=N/NS(=O)(=O)c3ccccc3)ccc2OC)cc1
  -5%	x	x	x	-3	188	-6%	3	188
